High-throughput results: PubChem BioAssay, several laboratories
NPR1 activator – GC-A (human) enzyme activation; P16066; HEK293 GC-A cells, cGMP TR-FRET, EC30 ANP; 0% at EC30 ANP, 100% saturating ANP; activation, % at 10 µM; 0.14% of 370,000 active; AID 1671463; in the data active = activation above about 40%
rCAG RNA binder – molecules binding r(CAG) RNA repeats; r(CAG) RNA repeat, TO-PRO-1 dye displacement fluorescence; inhibition, % at 3 µM; 1.3% of 370,000 active; AID 651821;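 active = inhibition above the plate cutoff, the mean of all test compounds on that plate plus 3 SD, cut at about 35% in these data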;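 also: 0% = DMSO alone and 100% = 100 µM mitoxantrone as full dye displacement; higher means more dye released from RNA so lower well fluorescence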
HTRA1 inh – HTRA1 (human) protease inhibition; 0.5% of 340,000 active; recombinant HTRA1, FP-rhodamine activity-based probe, fluorescence polarization; Q92743; inhibition, % at 5.96 µM; in the data active = inhibition above about 36%;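 also: 0% = enzyme with DMSO and 100% = wells lacking enzyme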
PG9 binder – binds the HIV-1 gp120 antibody PG9. TR-FRET gp120-PG9 antibody binding. inhibition, % at 6.7 µM. 0.43% of 360,000 active; in the data active = inhibition above about 8.5%
SMARCA2 activ – increases SMARCA2 function in MMTV reporter cells | AID 652017 | activation, % at 9.1 µM | 1% of 370,000 active | MG213 cells, MMTV-luciferase reporter, dexamethasone, overnight; in the data active = activation above about 7.8%;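 also: 0% = vehicle wells and 100% = reference activator wells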
mABHD4 FP – inhibits mouse alpha/beta hydrolase domain 4; Q8VD66; purified mABHD4, FP-Rh probe fluorescence polarization; inhibition, % at 8.92 µM; 0.54% of 370,000 active;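 active = inhibition exceeding the mean over every tested compound plus 3 SD, cut at about 30% in these data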;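 also: 0% = plate median of compound wells and 100% = S159A mutant with DMSO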
Target sequence (Q8VD66 whole entry, looked up, the tested form may be a part): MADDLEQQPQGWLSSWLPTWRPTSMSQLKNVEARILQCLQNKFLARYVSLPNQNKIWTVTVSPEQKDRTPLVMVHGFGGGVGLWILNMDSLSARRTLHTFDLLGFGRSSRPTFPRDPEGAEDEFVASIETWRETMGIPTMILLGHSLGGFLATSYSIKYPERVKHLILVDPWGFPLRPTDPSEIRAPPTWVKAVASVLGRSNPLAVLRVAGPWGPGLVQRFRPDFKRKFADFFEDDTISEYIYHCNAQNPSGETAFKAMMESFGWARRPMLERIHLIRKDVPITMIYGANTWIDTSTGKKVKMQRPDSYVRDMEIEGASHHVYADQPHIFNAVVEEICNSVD
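Assay system: Wild-type mouse ABHD4 protein | Medium: HEPES pH 7.0 buffer, 150 mM NaCl, 0.01% Pluronic F-127 | Incubation: Enzyme–compound pre-incubation 45 min, then probe 60 min, both 25 °C | Technique: Fluorescence polarization with parallel and perpendicular emission, 525/598 nm | Evaluation: % inhibition of FP-Rh probe binding versus controls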
ASAP1 GAP inh – ASAP1 ArfGAP inhibition; 0.19% of 360,000 active; ASAP1-stimulated ARF1 GTP hydrolysis, GDP FP detection; Q9ULH1; inhibition, % at 16.5 µM; AID 624377; in the data active = inhibition above about 25%;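 also: 0% = vehicle with enzyme and substrate and 100% = no enzyme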
ARFGAP1 inh – inhibitors of rat ARFGAP1. Q62848. Arfgap1-stimulated ARF1 GTP hydrolysis, GDP FP detection. inhibition, % at 16.5 µM. 0.26% of 360,000 active;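 active = inhibition above a per-plate limit, mean inhibition of low control wells plus 3 SD, cut at about 25% in these data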;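 also: 0% = DMSO wells with enzyme and 100% = wells lacking Arfgap1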
Target sequence (Q62848 1-136 limits assumed): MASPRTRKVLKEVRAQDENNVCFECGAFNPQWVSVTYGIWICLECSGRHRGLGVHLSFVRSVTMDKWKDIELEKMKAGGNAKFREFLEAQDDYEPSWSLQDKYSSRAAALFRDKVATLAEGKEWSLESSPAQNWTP
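material = rat Arfgap1 catalytic domain, aa 1-136 | also added = human ARF1(Δ1-17)-GTP substrate | compound dosing = one concentration, 16.5 µM, DMSO 1.26% | times = GTP hydrolysis reaction 2 h at 25 °C | measured by = FP, GDP Alexa 633 tracer displaced from anti-GDP antibody, 620/688 nm | evaluation = percent inhibition of Arfgap1-stimulated GTP hydrolysis | replication = single well per compound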
NPR2 activator – GC-B (human) receptor activation; 0.11% of 370,000 active; HEK293-GC-B cells, CNP EC30, cGMP TR-FRET; 0% at EC30 CNP, 100% saturating CNP; activation, % at 10 µM;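 active = activation at 10 µM reaching about 35% in either raw or pattern-adjusted values, limit read from the data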
NR1D1 modulator – modulators of human Rev-erb alpha DNA binding | AID 1259318 | Rev-erbα–FITC-DNA binding, fluorescence polarization, 90 min | activity, % at 10 µM | 0.79% of 370,000 active | P20393;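 active = activity above about 14%, limit read from the data; passing the limit was not always enough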;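 also: 0% = DMSO wells with 35 nM protein and 100% = DMSO wells with 750 nM protein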
Target sequence (P20393 whole entry, looked up): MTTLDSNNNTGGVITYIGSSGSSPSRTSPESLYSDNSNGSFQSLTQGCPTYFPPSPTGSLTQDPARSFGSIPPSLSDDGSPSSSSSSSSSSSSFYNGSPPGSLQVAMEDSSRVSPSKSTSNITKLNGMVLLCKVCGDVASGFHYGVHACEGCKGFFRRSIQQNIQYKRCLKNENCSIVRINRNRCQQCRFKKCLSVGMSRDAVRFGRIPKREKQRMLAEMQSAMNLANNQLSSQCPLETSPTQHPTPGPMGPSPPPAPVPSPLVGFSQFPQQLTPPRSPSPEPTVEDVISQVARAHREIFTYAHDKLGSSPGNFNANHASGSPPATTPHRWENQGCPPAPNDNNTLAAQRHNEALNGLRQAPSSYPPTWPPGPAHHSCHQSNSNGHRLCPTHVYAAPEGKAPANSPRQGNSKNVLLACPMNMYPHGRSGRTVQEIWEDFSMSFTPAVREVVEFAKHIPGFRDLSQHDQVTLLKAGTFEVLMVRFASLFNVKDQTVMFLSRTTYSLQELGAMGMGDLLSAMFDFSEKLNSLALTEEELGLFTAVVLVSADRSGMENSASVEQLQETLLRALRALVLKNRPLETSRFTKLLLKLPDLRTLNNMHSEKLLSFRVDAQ
* marks the source's active call; other numbers are inactive results; x = no result given.

SMILES | NPR1 activator | rCAG RNA binder | HTRA1 inh | PG9 binder | SMARCA2 activ | mABHD4 FP | ASAP1 GAP inh | ARFGAP1 inh | NPR2 activator | NR1D1 modulator
CN(CC(=O)Nc1ccccc1Cl)C(=O)COC(=O)/C=C/c1cccs1 | 1 | 1 | -5 | -0.8 | -1 | -1 | 4 | 6 | 0 | 6
CCN(CC)CCCN1C=C2C(=O)C(C)(OC(=O)CCC(=O)OC)C(=O)C(Br)=C2C=C1c1ccc(OC)cc1 (stereo unspecified) | -2 | 13 | 20 | 0.2 | -1 | 15 | 8 | -2 | 7 | -5
Cc1ccc([N+](=O)[O-])cc1-c1ccc(/C=C(\C#N)c2[nH]nc(N)c2C#N)o1 | -6 | 84* | -26 | -1.3 | 9.5* | 0 | 41* | 45* | 9 | -28
C#Cc1ccc([C@@H]2C=C(C(=O)N3CCOCC3)O[C@H](OCC)[C@H]2CCCO)cc1 | -3 | -6 | -1 | -1.8 | 1 | 2 | -1 | 6 | -3 | -7
O=C(CCCc1ccccc1)Nc1ccc2c(c1)OCCO2 | -2 | -1 | 3 | 0.0 | 9.3* | 1 | 0 | -5 | 1 | -1
COc1ccc(/C=N/Nc2nc(C)nc(N)n2)cc1 | -5 | 4 | 1 | -2.5 | 3 | 6 | 8 | 9 | -2 | 0
CCCN1CCc2c(sc(NC(=O)c3ccc(S(=O)(=O)N4CCCC4)cc3)c2C(N)=O)C1 | -1 | -2 | 1 | -2.6 | -1 | 4 | 4 | -3 | -2 | -16
COCCNC(=O)C1(C)CCCN(C(=O)c2ccccc2)C1 (stereo unspecified) | 4 | 1 | x | -0.9 | 0 | 3 | -15 | 0 | 5 | -2
O=C(NC(NC(=S)Nc1ccc(Cl)c(Cl)c1)C(Cl)(Cl)Cl)c1ccco1 (stereo unspecified) | 2 | 13 | -49 | 0.9 | -2 | -92 | 11 | -4 | 11 | -1
CCCCn1c(-c2ccc(Cl)cc2)nc2c(=O)n(C)c(=O)[nH]c21 | -1 | 0 | 5 | -1.1 | 2 | 1 | -28 | 9 | 3 | -3
CN1OC[C@@H]2CN(S(=O)(=O)c3ccccc3)[C@H](c3cccc(Br)c3)C[C@@H]21 | -3 | 1 | 2 | -0.3 | -5 | 0 | 8 | 3 | 0 | -5
CCCCOc1cc(C)nc(NCc2ccccc2)n1 | -10 | 1 | -12 | 0.1 | -2 | 20 | 5 | -6 | -12 | 1
COC1CCCN(C(=O)c2ccc(OC3CCN(CCc4ccccc4)CC3)cc2)C1 (stereo unspecified) | 2 | -13 | 3 | -1.8 | -2 | -1 | 6 | 8 | 7 | -3
COC(=O)c1cc(-c2cccc3c2sc2ccccc23)c(=O)n2c1CCC2 | 2 | 9 | x | x | -3 | 6 | x | x | 9 | 4
CCCCn1c(N)c(N(CC(C)C)C(=O)c2cc(-c3ccc(F)cc3)nc3ccccc23)c(=O)[nH]c1=O | -6 | 3 | -9 | 3.8 | 4 | 0 | 3 | -1 | -5 | 5
CCOc1ccccc1-n1c(SCC(=O)NC2CCCC2)nnc1-c1ccoc1C | -25 | -7 | -1 | -0.3 | -3 | 11 | -4 | 9 | -20 | 4
COCC1CCN(C(=O)C2CCC(=O)N(CCc3ccc(Cl)cc3)C2)CC1 (stereo unspecified) | 2 | -5 | 5 | 1.7 | 0 | 5 | -6 | 4 | 3 | -3
O=C(Nc1ccccc1C(F)(F)F)N1CCCC1c1cccnc1 (stereo unspecified) | 3 | 0 | -1 | -0.7 | 4 | -1 | -5 | -10 | 2 | -1
CC(=O)Nc1ccc(S(=O)(=O)NC2CCS(=O)(=O)C2)cc1Cl (stereo unspecified) | 7 | 1 | 6 | -1.1 | -1 | -2 | 4 | 9 | 3 | -7
Cc1noc(/C=C/N(C)C)c1S(=O)(=O)N1CCC(C(=O)NC(C)(C)C)CC1 | 3 | 18 | -2 | 1.7 | 0 | -8 | -8 | 5 | -2 | -2

Already shown: an excerpt of the list.
SMILES | NPR1 activator | rCAG RNA binder | HTRA1 inh | PG9 binder | SMARCA2 activ | mABHD4 FP | ASAP1 GAP inh | ARFGAP1 inh | NPR2 activator | NR1D1 modulator
O=C(NC(NC(=S)Nc1ccc(Cl)c(Cl)c1)C(Cl)(Cl)Cl)c1ccco1 (stereo unspecified) | 2 | 13 | -49 | 0.9 | -2 | -92 | 11 | -4 | 11 | -1
CCCCn1c(-c2ccc(Cl)cc2)nc2c(=O)n(C)c(=O)[nH]c21 | -1 | 0 | 5 | -1.1 | 2 | 1 | -28 | 9 | 3 | -3
CN1OC[C@@H]2CN(S(=O)(=O)c3ccccc3)[C@H](c3cccc(Br)c3)C[C@@H]21 | -3 | 1 | 2 | -0.3 | -5 | 0 | 8 | 3 | 0 | -5
CCCCOc1cc(C)nc(NCc2ccccc2)n1 | -10 | 1 | -12 | 0.1 | -2 | 20 | 5 | -6 | -12 | 1
COC1CCCN(C(=O)c2ccc(OC3CCN(CCc4ccccc4)CC3)cc2)C1 (stereo unspecified) | 2 | -13 | 3 | -1.8 | -2 | -1 | 6 | 8 | 7 | -3
COC(=O)c1cc(-c2cccc3c2sc2ccccc23)c(=O)n2c1CCC2 | 2 | 9 | x | x | -3 | 6 | x | x | 9 | 4
CCCCn1c(N)c(N(CC(C)C)C(=O)c2cc(-c3ccc(F)cc3)nc3ccccc23)c(=O)[nH]c1=O | -6 | 3 | -9 | 3.8 | 4 | 0 | 3 | -1 | -5 | 5
CCOc1ccccc1-n1c(SCC(=O)NC2CCCC2)nnc1-c1ccoc1C | -25 | -7 | -1 | -0.3 | -3 | 11 | -4 | 9 | -20 | 4
COCC1CCN(C(=O)C2CCC(=O)N(CCc3ccc(Cl)cc3)C2)CC1 (stereo unspecified) | 2 | -5 | 5 | 1.7 | 0 | 5 | -6 | 4 | 3 | -3
O=C(Nc1ccccc1C(F)(F)F)N1CCCC1c1cccnc1 (stereo unspecified) | 3 | 0 | -1 | -0.7 | 4 | -1 | -5 | -10 | 2 | -1
CC(=O)Nc1ccc(S(=O)(=O)NC2CCS(=O)(=O)C2)cc1Cl (stereo unspecified) | 7 | 1 | 6 | -1.1 | -1 | -2 | 4 | 9 | 3 | -7
Cc1noc(/C=C/N(C)C)c1S(=O)(=O)N1CCC(C(=O)NC(C)(C)C)CC1 | 3 | 18 | -2 | 1.7 | 0 | -8 | -8 | 5 | -2 | -2

Next part:
SMILES | NPR1 activator | rCAG RNA binder | HTRA1 inh | PG9 binder | SMARCA2 activ | mABHD4 FP | ASAP1 GAP inh | ARFGAP1 inh | NPR2 activator | NR1D1 modulator
CCCCCCCC1CC(CSC(=N)N)OC1=O (stereo unspecified) | 3 | 8 | -6 | -0.4 | 0 | -5 | 4 | 10 | -1 | -6
Cc1ccc(S(=O)(=O)N(C)C)cc1NC(=O)C1CCCN(C(=O)c2ccc(Cl)cc2)C1 (stereo unspecified) | 2 | -2 | -7 | 1.0 | -1 | -2 | -6 | -8 | 0 | 4
CC1(C(=O)NCc2ccccc2)CN(S(C)(=O)=O)CC(=O)N1Cc1ccco1 (stereo unspecified) | 3 | 1 | x | -0.7 | -2 | 1 | -10 | 3 | 1 | -4
Cc1cc(OCC(O)CN2CCCC2)ccc1C(C)C (stereo unspecified) | -2 | 1 | 12 | -1.0 | -3 | 2 | 13 | 14 | 4 | -6
CC1=NN(c2ccccc2)C(=O)C1CCC#N (stereo unspecified) | 2 | 0 | x | -1.3 | 0 | -4 | 7 | -6 | 5 | -1
CNc1oc(C)nc1S(=O)(=O)c1ccccc1 | 8 | 1 | 4 | -0.8 | -1 | 6 | 6 | 3 | 3 | 5
COc1ccc(-n2nc3c(c2NC(=O)Cc2cccc(C)c2)CS(=O)C3)cc1 (stereo unspecified) | 0 | 0 | -1 | -1.4 | 0 | -6 | 3 | -9 | 0 | 1
C=C(C)COc1ccc(-c2nc(N)ncc2-c2ccc(Br)cc2)c(O)c1 | 0 | 10 | -44 | -0.4 | -4 | -25 | 2 | 11 | -3 | 1
CCn1c(CSCc2c(Cl)cccc2Cl)n[nH]c1=S | -1 | -1 | -17 | 1.3 | -1 | -3 | 0 | 0 | -8 | 3
CCOc1ccccc1OCCCC(=O)N1CCN(S(=O)(=O)c2cc(F)ccc2F)CC1 | -1 | 1 | -4 | 0.2 | 0 | 5 | -1 | 4 | -2 | 1
Nc1ccc(Nc2nc(-c3ccncc3)cs2)cc1 | -10 | 9 | 16 | -20 | 13* | 22 | -4 | -2 | 1 | -3
Clc1ccccc1/C=C/c1nc(-c2cccnc2)no1 | 2 | 0 | -21 | 0.4 | 2 | 0 | 5 | 13 | -7 | -5
CC(=O)NC(Cc1c[nH]c2ccccc12)C(=O)OCC(=O)Nc1cc(C)on1 (stereo unspecified) | 2 | -7 | -2 | -0.2 | -2 | 1 | -7 | 4 | -5 | 2
CCOC(=O)[C@@]12CCC3=C1N(CCC3)C(=O)[C@H](CC(=O)NCc1cccc3ccccc13)C2 | -2 | 4 | x | x | -1 | -1 | x | x | -2 | 4
O=C(Cn1ncc2c3ccccc3n(Cc3cccc(Cl)c3)c2c1=O)NCc1ccccn1 | -13 | 3 | -14 | -0.1 | -4 | -7 | 5 | 8 | -5 | 0
COc1ccc(NS(=O)(=O)c2ccc3oc(=S)[nH]c3c2)cc1 | 2 | 3 | 5 | 0.7 | -2 | 3 | 8 | 5 | 4 | -9
COC(=O)c1ccc2c(c1C(=O)OC)CN(S(=O)(=O)C(C)(C)C)[C@@H]2CCO | 2 | 2 | 3 | 1.9 | -4 | 2 | 5 | -9 | -1 | -2
COc1cc(-c2cn[nH]c2N)cc(OC)c1OC | -3 | x | 6 | x | x | x | x | x | -1 | 5
COc1cccc(/C=C/C(=O)OCC(=O)N2c3ccccc3CC2C)c1 (stereo unspecified) | 0 | 5 | -17 | -0.5 | 2 | -1 | -11 | 3 | 1 | 5
COc1cccc(N2CCN(C(=O)Nc3ccccc3Cl)CC2)c1 | 3 | -5 | 6 | 0.6 | 3 | 5 | 5 | -1 | 8 | 6
COC(=O)c1ccc(C)c(NC(=O)COC(=O)C2CC3CCCC(C2)C3=O)c1 (stereo unspecified) | -3 | -5 | 4 | 0.8 | 1 | 3 | -4 | 2 | 4 | -4
Cc1cc(C(=O)Nc2ccc(S(=O)(=O)Nc3nccs3)cc2)c(C)o1 | 6 | 19 | 1 | -0.8 | 1 | -3 | 2 | 8 | 2 | -2
CCOC(=O)CNC(c1ccccc1)c1cc(Br)ccc1NC(C)=O (stereo unspecified) | -20 | -3 | 5 | -1.0 | 6 | 1 | -1 | 3 | -20 | 10
O=C(Nc1ccc(Cl)cn1)c1cc2ccccc2o1 | -5 | 2 | -9 | -1.7 | 2 | 0 | -7 | 5 | -7 | -3
CC(=S)/C=C1\Sc2ccccc2N1C | 1 | 6 | -2 | -3.4 | -1 | -13 | -8 | -4 | -3 | 1
O=C(c1cccs1)N1CCCC(c2nc3c(nnn3Cc3ccccc3)c(=O)[nH]2)C1 (stereo unspecified) | 17 | 0 | 1 | -1.1 | -1 | -6 | -4 | 4 | 16 | -7
CC(=O)NCCn1c(C)cc2ccccc21 | 1 | 3 | 4 | -0.1 | -1 | 0 | 4 | 16 | 4 | -1
